NCOA3 inh: inhibits human SRC3 coactivator | AID 588352 | HEK293 GAL4-SRC3 luciferase reporter, luminescence | inhibition, % at 3.6 µM | 360,000 compounds, 0.17% hits;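 active = inhibition above a per-campaign cutoff, the mean of all compounds plus 3 SD, cut at about 60% in these data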;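 note: 0% = DMSO-treated cells and 100% = gossypol-treated cells at 36 µM; higher means less SRC3-driven luciferase light from the GAL4 reporter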
TROY NFkB inh: inhibitors of TROY-dependent NF-kB signaling; Q293 LMP1-TROYcd NF-kB luciferase reporter, 4 h; 360,000 compounds, 0.98% hits; inhibition, % at 10 µM;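 active = compounds whose plate-normalised and pattern-corrected inhibition of the luciferase reporter signal at the single screening dose is 50% or more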
TWEAK-Fn14 inh: blocks TWEAK-Fn14 interaction in a reporter cell assay; TWEAK-stimulated Fn14 reporter cells, luciferase luminescence, 8 h; 360,000 compounds, 2% hits; inhibition, % at 10 µM; in the data active = inhibition above about 50%
NR5A2 inv ag: NR5A2 inverse agonism in reporter assay; O00482; HEK293T StAR-luciferase reporter, LRH-1 transfected, 24 h; inhibition, % at 3.6 µM; 360,000 compounds, 0.13% hits; AID 602396;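 active = inhibition above the mean inhibition of all tested compounds plus 3 SD, cut at about 73% in these data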;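 note: 0% = DMSO wells and 100% = reporter-only cells lacking LRH-1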
SRC2 inh: human SRC2 (NCOA2) inhibition. inhibition, % at 9 µM. Q15596. HEK293 GAL4-SRC2 luciferase reporter, luminescence. AID 651957. 370,000 compounds, 0.17% hits;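 active = inhibition above the mean inhibition of all tested compounds plus 3 SD, set per campaign, cut at about 52% in these data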;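 note: 0% = DMSO treated cells and 100% = cells given Gossypol at 36 µM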
TRAIL sens C8: caspase-8 TRAIL sensitization | NB7+C8 cells + TRAIL, ATPlite viability luminescence | inhibition (viability loss, TRAIL sensitization), % at 10 µM | 360,000 compounds, 1% hits;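 active = compounds causing at least 50% loss of cell viability in the single-dose screen, relative to plate controls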
COUP-TFII inh: inhibitors of human COUP-TFII (NR2F2); P24468; HEK293T NGFI-A luciferase reporter, luminescence; inhibition, % at 8.6 µM; 370,000 compounds, 0.7% hits; AID 686940;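 active = inhibition above a per-plate cutoff, mean inhibition of test wells between control levels plus 3 SD, cut at about 38% in these data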;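 note: cells cotransfected with COUP-TFII expression vector driving the NGFI-A reporter; 0% = median of COUP-TF2 test wells and 100% = reporter-only cells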
NCOA1 inh: human NCOA1 inhibition. Q15788. HEK293 GAL4-SRC1 luciferase reporter, luminescence. inhibition, % at 3.6 µM. 360,000 compounds, 0.12% hits. AID 588354;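 active = inhibition above the campaign mean plus 3 SD, with each screening campaign given its own cutoff, cut at about 60% in these data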;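 note: 0% = DMSO treated cells and 100% = gossypol at 36 µM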
Target sequence (Q15788 whole entry, looked up, the tested form may be a part): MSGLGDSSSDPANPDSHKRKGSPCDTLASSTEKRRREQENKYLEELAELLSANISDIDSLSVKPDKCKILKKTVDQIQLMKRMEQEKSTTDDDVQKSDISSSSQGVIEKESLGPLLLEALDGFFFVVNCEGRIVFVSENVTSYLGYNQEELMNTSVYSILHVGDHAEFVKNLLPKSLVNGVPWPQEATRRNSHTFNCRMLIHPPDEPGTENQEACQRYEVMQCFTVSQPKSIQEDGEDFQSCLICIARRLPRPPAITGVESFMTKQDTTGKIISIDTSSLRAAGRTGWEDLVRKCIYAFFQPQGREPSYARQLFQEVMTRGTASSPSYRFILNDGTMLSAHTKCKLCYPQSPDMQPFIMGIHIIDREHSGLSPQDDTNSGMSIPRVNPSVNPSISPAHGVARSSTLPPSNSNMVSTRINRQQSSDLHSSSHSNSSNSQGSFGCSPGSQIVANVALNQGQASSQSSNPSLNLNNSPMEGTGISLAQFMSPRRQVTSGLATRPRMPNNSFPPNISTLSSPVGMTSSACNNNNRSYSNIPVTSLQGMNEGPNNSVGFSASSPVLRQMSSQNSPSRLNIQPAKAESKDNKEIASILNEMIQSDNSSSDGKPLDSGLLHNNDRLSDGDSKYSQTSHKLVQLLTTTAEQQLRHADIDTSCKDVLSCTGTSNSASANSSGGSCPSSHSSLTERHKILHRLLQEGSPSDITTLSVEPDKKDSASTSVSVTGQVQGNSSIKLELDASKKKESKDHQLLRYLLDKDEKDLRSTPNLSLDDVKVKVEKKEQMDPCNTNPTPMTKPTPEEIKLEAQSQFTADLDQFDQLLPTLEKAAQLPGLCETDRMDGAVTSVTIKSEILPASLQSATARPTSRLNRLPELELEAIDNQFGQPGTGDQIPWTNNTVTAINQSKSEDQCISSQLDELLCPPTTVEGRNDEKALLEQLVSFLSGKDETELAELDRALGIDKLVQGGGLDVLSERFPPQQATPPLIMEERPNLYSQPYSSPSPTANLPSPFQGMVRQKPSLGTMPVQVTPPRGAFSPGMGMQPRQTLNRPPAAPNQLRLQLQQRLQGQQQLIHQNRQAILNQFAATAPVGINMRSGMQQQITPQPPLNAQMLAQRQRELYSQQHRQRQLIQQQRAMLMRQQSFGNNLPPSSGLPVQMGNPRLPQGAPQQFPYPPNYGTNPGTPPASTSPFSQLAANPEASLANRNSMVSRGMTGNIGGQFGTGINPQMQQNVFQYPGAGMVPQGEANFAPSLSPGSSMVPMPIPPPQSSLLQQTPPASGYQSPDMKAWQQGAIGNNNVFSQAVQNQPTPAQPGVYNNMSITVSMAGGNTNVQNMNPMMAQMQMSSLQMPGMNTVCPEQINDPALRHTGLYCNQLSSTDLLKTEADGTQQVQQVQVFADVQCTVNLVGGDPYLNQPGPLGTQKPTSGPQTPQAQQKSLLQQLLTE
LMP1 NFkB inh: reduces LMP1-driven NF-kappaB luciferase signal | LMP1-induced NF-kappaB luciferase reporter cells, luminescence | inhibition, % at 12.5 µM | 350,000 compounds, 0.69% hits; in the data active = inhibition above about 41%;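 note: 0% = neutral control wells and 100% = reference inhibitor control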
TLR9-MyD88 inh: blocks human TLR9 binding to MyD88; Q9NR96+Q99836; CHO BLA complementation TLR9-MyD88, CCF4 FRET ratio; inhibition, % at 4.98 µM; 340,000 compounds, 0.21% hits;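 active = inhibition above the mean over all tested compounds plus 3 SD, cut at about 21% in these data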;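 note: 0% = DMSO only wells and 100% = clavulanate BLA inhibitor control wells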
NOD2 RIPK2 PPI: NOD2-RIPK2 protein interaction inhibition. O43353. CHO BLA complementation NOD2-RIPK2, CCF4 ratio. inhibition, % at 4.98 µM. 360,000 compounds, 0.38% hits. AID 624267; in the data active = inhibition above about 21%;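 note: 0% = vehicle only and 100% = reference blocker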
The depositor's hits bear a star; nt = not tested or not shown. Not all compounds are listed. The share of hits here may be higher or lower than overall.

SMILES | NCOA3 inh | TROY NFkB inh | TWEAK-Fn14 inh | NR5A2 inv ag | SRC2 inh | TRAIL sens C8 | COUP-TFII inh | NCOA1 inh | LMP1 NFkB inh | TLR9-MyD88 inh | NOD2 RIPK2 PPI
Clc1ccc2nc(CSc3nncn3-c3ccccc3)cn2c1 | 2 | -10 | 6 | 2 | 27 | -6 | 22 | -11 | -3 | 7 | -5
CNC(=O)COC(=O)c1cc(-c2ccc(OC)cc2)nc2ccccc12 | -14 | -76 | -21 | -17 | -26 | 36 | -18 | -4 | -1 | -1 | 0
CC(C)(C)n1ncc2c(=O)n(CC(=O)N3CCCc4ccccc43)cnc21 | -7 | 0 | 11 | 12 | 6 | -4 | -4 | -3 | -3 | -5 | -15
CC(C)c1ccc(NS(=O)(=O)c2ccc(Cl)nc2)cc1 | -2 | 15 | -3 | 11 | -11 | 8 | -7 | -15 | -1 | 3 | 3
CCN1C(=O)[C@H]2[C@@H](c3ccc(C(F)(F)F)cc3)N[C@]3(CCCN(Cc4ccc(Cl)cc4)C3=O)[C@H]2C1=O | 0 | 4 | 3 | 32 | 1 | -8 | 15 | -32 | -6 | -6 | 2
Cc1ncc(CN2CCCC(C(=O)Nc3ccc(-n4ccnc4C)cc3)C2)cn1 (stereo not drawn) | 20 | -8 | -3 | 7 | -2 | -25 | -20 | -39 | 5 | -6 | -5
CCOC(=O)CNS(=O)(=O)c1cc(-c2nnc(Nc3ccc4c(c3)OCO4)c3ccccc23)ccc1C | 3 | 10 | 13 | 11 | -8 | -12 | 21 | 5 | -3 | -1 | -13
CCCCOc1ccc(NC(=O)CCSc2nccn2C)cc1 | -33 | 1 | -13 | -17 | -21 | 10 | 7 | -18 | 0 | -7 | -10
COc1cccc(C(=O)NC2CC3CCCC(C2)N3CC(=O)Nc2ccc(N(C)C)cc2)c1 (stereo not drawn) | -14 | -2 | 11 | -4 | 10 | 6 | 11 | 2 | 12 | -17 | 0
O=C(Nc1ccc(N2CCOCC2)cc1)C1=NN(c2ccccc2)C(=O)CC1 | 1 | -25 | -26 | -15 | -10 | 3 | 25 | -2 | -14 | 0 | -2
CC(=C\C(=O)O)/C(=C/c1ccc(C)o1)C(=O)O | 15 | 20 | 9 | -9 | -2 | -7 | 11 | 3 | -3 | -11 | -5
O=C(NC1CC1)C1CCN(C2CCN(C(=O)Cc3ccc4c(c3)OCO4)CC2)CC1 | 17 | -3 | -13 | 5 | 19 | -3 | -9 | 10 | 0 | 3 | 8
COc1cccc(CN(C)Cc2cc(=O)oc3cc(O)c(Cl)cc23)c1 | -5 | 2 | 6 | 7 | 6 | 27 | -11 | 6 | -6 | -14 | -3
Cc1coc2cc3oc(=O)c(CCC(=O)NCCN4CCOCC4)c(C)c3cc12 | 15 | -11 | -20 | -13 | -16 | -3 | -7 | -6 | -29 | 1 | 0
CC(=O)NNc1ncnc2c1cnn2-c1ccccc1 | 11 | 21 | 1 | -21 | -15 | 15 | -7 | 1 | 0 | 6 | -8
CCC(Oc1ccccc1)C(=O)Nc1ccccc1C(=O)N1CCN(C)CC1 (stereo not drawn) | 5 | 2 | 5 | -4 | -2 | -11 | 27 | 6 | 3 | -7 | -6
CC(C)c1nc2sc3c(=O)[nH]cnc3c2c2c1CCCC2 | 3 | -16 | -26 | -9 | -10 | -2 | -1 | -2 | -5 | 0 | -6
O=C(C1CCCN(Cc2ccccc2)C1)N1CCc2ccccc2C1 (stereo not drawn) | -9 | 8 | 16 | -12 | -12 | 11 | 1 | 3 | -8 | -6 | -9
CCCCc1nc2cc(C(=O)NCc3ccccn3)ccc2o1 | 10 | -13 | 11 | 1 | -13 | 8 | 2 | 7 | 0 | 8 | 3
O=C(CNC(=O)C(c1ccccc1)c1ccccc1)N/N=C\c1ccc2c(c1)OCO2 | 5 | -31 | -46 | -8 | -28 | 9 | -1 | -21 | -3 | 8 | -6
COc1cc(C(=O)Nc2cc(C)cc(C)c2)c(-n2cnnn2)cc1OC | 4 | 8 | -16 | -12 | 0 | -4 | -7 | 2 | 4 | 3 | 0
CCc1nc2ccc(C(=O)Nc3ccc(OC)c(OC)c3)cn2c1N(C)CCC(C)C | 19 | -8 | 1 | -4 | 16 | 2 | 3 | 11 | nt | nt | 2
Cn1c(=O)c2c(ncn2CC(=O)OCC(=O)Nc2ccc(Cl)cc2)n(C)c1=O | 22 | -11 | 4 | 12 | -33 | -9 | 5 | -5 | 3 | -4 | 2
CC(=O)N1CCCc2cc(S(=O)(=O)Nc3ccc4c(c3)OCO4)ccc21 | 8 | -8 | 0 | 5 | -6 | -11 | 1 | 6 | -2 | -3 | -13
O=C(c1ccncc1)N1CCN(S(=O)(=O)c2cccc([N+](=O)[O-])c2)CC1 | -5 | -10 | -10 | 2 | -12 | 14 | 11 | -5 | -1 | -6 | 4

3 entries from above, arranged by the value under LMP1 NFkB inh, descending:
| compound | LMP1 NFkB inh |
| --- | --- |
| CCCCOc1ccc(NC(=O)CCSc2nccn2C)cc1 | 0 |
| CC(=C\C(=O)O)/C(=C/c1ccc(C)o1)C(=O)O | -3 |
| CC(C)c1nc2sc3c(=O)[nH]cnc3c2c2c1CCCC2 | -5 |

The listing picks up; the 6 compounds before the break are reprinted first.
SMILES | NCOA3 inh | TROY NFkB inh | TWEAK-Fn14 inh | NR5A2 inv ag | SRC2 inh | TRAIL sens C8 | COUP-TFII inh | NCOA1 inh | LMP1 NFkB inh | TLR9-MyD88 inh | NOD2 RIPK2 PPI
O=C(CNC(=O)C(c1ccccc1)c1ccccc1)N/N=C\c1ccc2c(c1)OCO2 | 5 | -31 | -46 | -8 | -28 | 9 | -1 | -21 | -3 | 8 | -6
COc1cc(C(=O)Nc2cc(C)cc(C)c2)c(-n2cnnn2)cc1OC | 4 | 8 | -16 | -12 | 0 | -4 | -7 | 2 | 4 | 3 | 0
CCc1nc2ccc(C(=O)Nc3ccc(OC)c(OC)c3)cn2c1N(C)CCC(C)C | 19 | -8 | 1 | -4 | 16 | 2 | 3 | 11 | nt | nt | 2
Cn1c(=O)c2c(ncn2CC(=O)OCC(=O)Nc2ccc(Cl)cc2)n(C)c1=O | 22 | -11 | 4 | 12 | -33 | -9 | 5 | -5 | 3 | -4 | 2
CC(=O)N1CCCc2cc(S(=O)(=O)Nc3ccc4c(c3)OCO4)ccc21 | 8 | -8 | 0 | 5 | -6 | -11 | 1 | 6 | -2 | -3 | -13
O=C(c1ccncc1)N1CCN(S(=O)(=O)c2cccc([N+](=O)[O-])c2)CC1 | -5 | -10 | -10 | 2 | -12 | 14 | 11 | -5 | -1 | -6 | 4
CCOC(=O)c1cnn(-c2nc(-c3ccccc3F)cs2)c1C(F)(F)F | 22 | -44 | 8 | -4 | -40 | 18 | 7 | -18 | 0 | -2 | -6
Cc1ccc(S(=O)(=O)NC(CC(C)C)C(=O)Oc2ccc3c4c(c(=O)oc3c2)CCC4)cc1 (stereo not drawn) | -5 | 69* | 34 | 1 | 7 | -20 | -16 | 3 | -2 | -6 | -6
CC(C)(C)NC(=O)C12CCC(C)(c3nc4ccccc4nc31)C2(C)C (stereo not drawn) | 3 | -3 | -19 | 14 | 8 | 3 | -4 | 0 | -1 | 0 | 5
Cc1ccc(/C=N/NC(=O)c2csc3c2CCCC3)cc1 | -1 | -22 | -44 | -27 | -55 | 10 | -21 | -35 | 0 | -1 | -21
Cc1ccccc1NC(=O)CCN1CCN(C)CC1 | -19 | 21 | -15 | 14 | -14 | -14 | -5 | -3 | 8 | 2 | -5
C=CCn1c(N2CCOCC2)nc2c1c(=O)[nH]c(=O)n2C | 4 | 6 | 11 | -17 | -23 | -6 | -21 | -2 | 5 | -8 | -8
O=C(NCCc1c[nH]c2ccccc12)/C(=C\c1ccco1)NC(=O)c1ccco1 | 4 | -2 | -16 | 12 | 27 | 4 | -1 | -7 | -1 | -7 | -8
O=C(COC(=O)/C=C/c1ccc(Cl)cc1)NCCN1C(=O)CSC1=O | 6 | -52 | 10 | 0 | 1 | 7 | 19 | 1 | -11 | -13 | 1
CCOC(=O)C(C)Sc1nnc(CSc2nc3nc(C)cc(C)n3n2)o1 (stereo not drawn) | 12 | -5 | -20 | 3 | 27 | 5 | -9 | -32 | -7 | -5 | -13
Cc1cc(C)cc(-n2nnnc2SCC(=O)N2CCOCC2)c1 | 6 | -8 | 12 | 11 | 1 | 2 | -3 | -6 | -4 | 6 | -6
Cc1ccc2cc3c(NC(=O)C4CCCO4)nn(CC(C)C)c3nc2c1 (stereo not drawn) | 16 | -1 | 10 | 3 | 0 | -11 | -6 | -2 | -4 | -3 | 13
O=C(Nc1ccc2c(c1)OCO2)c1ccc(Br)s1 | -81 | -39 | 7 | -138 | -60 | 41 | -64 | -118 | -47 | -1 | 6
Cc1cc(C)cc(N(C(=O)C(F)(F)F)C(C(=O)NC2CCCCC2)c2cccs2)c1 (stereo not drawn) | -2 | -11 | -4 | 0 | -3 | 5 | -2 | 0 | -6 | -6 | -19
COc1cc(CC(=O)OCC(=O)NC2CCCC2)cc(OC)c1OC | 13 | 10 | -6 | -15 | -31 | -11 | -1 | 4 | -2 | -7 | 0
CCCCN1CN(S(=O)(=O)c2ccc(OC)cc2)c2nc3ccccc3nc21 | 4 | -22 | 14 | -17 | -63 | 2 | 21 | -1 | 5 | 0 | -11
Cn1cnc(S(=O)(=O)Nc2cc(C(F)(F)F)ccc2N2CCOCC2)c1 | 10 | -12 | 4 | -3 | -16 | 11 | -4 | -10 | 1 | -1 | -7
CCc1cc(=O)oc2c(C)c(OC(C)C(=O)N3CCC[C@@H]3C(=O)O)ccc12 (stereo partly drawn) | -8 | -16 | -10 | 14 | 4 | -14 | -3 | -1 | -8 | -3 | -8
O=C(CCc1ccccc1)Nc1ccc(S(=O)(=O)Nc2nccs2)cc1 | 1 | 4 | 6 | 4 | -2 | 10 | -7 | 0 | -2 | 0 | -1
O=[n+]1c2c(n([O-])c3cc(F)ccc31)CCCC2 | 7 | 5 | -4 | 11 | 2 | 16 | 9 | 9 | 9 | -12 | -4
Cc1onc(-c2c(F)cccc2Cl)c1C(=O)c1ccccc1O | 11 | 21 | -16 | 42 | 7 | -2 | 8 | -3 | -2 | -12 | -6
